Compound activity: PubChem BioAssay, National Center for Advancing Translational Sciences (NCATS)
NPSR antag – qHTS Assay for Antagonists of the Neuropeptide S Receptor: cAMP Signal Transduction; Q6W5P4; CHO-NPSR cells, cAMP TR-FRET, antagonist mode; Potency, µM (top dose mostly 38.3 µM), without a hit: at the top dose activity change, negative = inhibition, most hits filed as inhibitors; hit rate 1% among 220,000; further: potency means the concentration at half of the fitted maximal effect; on the % scale 0 is the no-effect control and ±100 the full control effect; nearly all actives have a fitted effect of over 50% in size; many of its hits are not listed in these tables
Target sequence (Q6W5P4 whole entry, looked up): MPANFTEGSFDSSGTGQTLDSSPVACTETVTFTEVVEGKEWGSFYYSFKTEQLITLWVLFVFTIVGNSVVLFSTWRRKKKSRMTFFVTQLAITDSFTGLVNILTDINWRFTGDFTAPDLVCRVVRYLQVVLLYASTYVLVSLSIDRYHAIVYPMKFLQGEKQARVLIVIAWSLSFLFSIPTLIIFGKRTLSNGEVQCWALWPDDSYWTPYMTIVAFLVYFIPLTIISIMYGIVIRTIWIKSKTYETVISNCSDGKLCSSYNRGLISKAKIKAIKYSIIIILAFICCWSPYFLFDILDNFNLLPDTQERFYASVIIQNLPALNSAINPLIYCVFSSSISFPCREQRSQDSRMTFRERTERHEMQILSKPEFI
CBFb-RUNX1 inh – qHTS Assay for Compounds Blocking the Interaction Between CBF-beta and RUNX1 for the Treatment of Acute Myeloid Leukemia. Runt-related transcription factor 1 (Homo sapiens) + Core-binding factor subunit beta …. 230,000 tested, under 10 active. AlphaScreen CBFb-His/RUNX1-biotin binding, biochemical. Potency, µM (highest dose often 59.8 µM), inactives show at the top dose activity, negative = inhibition, usual class: inhibitors; further: % of control where 0% means no effect
Target sequence (Q01196 whole entry, looked up): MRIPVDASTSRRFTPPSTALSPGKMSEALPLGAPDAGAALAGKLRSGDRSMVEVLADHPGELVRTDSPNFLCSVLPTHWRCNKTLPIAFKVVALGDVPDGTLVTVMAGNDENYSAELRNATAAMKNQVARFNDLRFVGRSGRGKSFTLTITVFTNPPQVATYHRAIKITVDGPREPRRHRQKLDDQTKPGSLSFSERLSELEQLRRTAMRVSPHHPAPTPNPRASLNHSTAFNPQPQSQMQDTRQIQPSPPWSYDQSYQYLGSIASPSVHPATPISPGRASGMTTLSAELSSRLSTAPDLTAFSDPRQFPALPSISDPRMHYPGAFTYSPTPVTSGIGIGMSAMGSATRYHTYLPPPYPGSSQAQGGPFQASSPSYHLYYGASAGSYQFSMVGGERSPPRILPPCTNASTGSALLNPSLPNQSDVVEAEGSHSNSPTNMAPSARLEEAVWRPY
Target sequence (Q13951 whole entry, looked up): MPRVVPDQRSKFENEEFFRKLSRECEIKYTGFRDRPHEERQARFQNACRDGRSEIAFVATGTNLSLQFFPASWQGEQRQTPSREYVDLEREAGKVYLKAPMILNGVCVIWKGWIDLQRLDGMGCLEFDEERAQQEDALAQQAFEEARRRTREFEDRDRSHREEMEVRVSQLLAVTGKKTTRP
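Read-out: AlphaScreen. Format: His-CBF-beta with biotinylated RUNX1 (30 nM each) preincubated 20 min, compound 15 min, Ni-chelate plus streptavidin beads 90 min; room temperature throughout.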
Epigenetic derep – Quantitative High-Throughput Screen for Regulators of Epigenetic Control | murine LDR cells, GFP reporter derepression, 30 h | Potency, µM (highest dose often 53.9 µM), without a hit: at the highest dose GFP activation, most hits filed as activators | hit rate 0.2% among 280,000 | AID 1865, 2009; further: potency means the concentration at half of the fitted maximal effect; % of control where 0% means no effect; nearly all actives have a fitted effect of over 60% in size
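Readout is the number of GFP-expressing murine LDR cells, counted by cytometry following washing. Cells were treated with compound for 30 h at 37 C; the stably integrated CMV-GFP locus is normally silent.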
Lamin A splicing – qHTS Assay for Modulators of Lamin A Splicing; AID 1487, 2009; hit rate 0.01% among 200,000; HeLa LMNA splicing GFP/RFP minigene ratio, 48 h; Potency, µM (titrated, usually from 46.1 µM), for inactives: at the top dose ratio change, negative = inhibition, actives largely listed as inhibitors; active means well fitted inhibition curve with a large enough effect in the signal ratio, with a control signal flat, not every such curve was filed as active; inconclusive means small, poorly fitted or top-dose-only effect, or effect the other way, or a change in a side signal; the % refers to the signal ratio; further: potency means the concentration at half of the fitted maximal effect; on the % scale 0 is the no-effect control and ±100 the full control effect
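S3 HeLa stable clones carrying a lamin A-EGFP splicing minigene plus DsRed2 were seeded at 600 cells/well in Opti-MEM with 2% FBS, pin-dosed and incubated 48 h at 37°C. Acumen cytometry (488 nm) gave the GFP/RFP total-intensity ratio.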
HTT aggregate – qHTS Multiplex Assay to Identify Dual Action Probes in a Cell Model of Huntington: Aggregate Formation (GFP). PC12 HttQ103-GFP aggregates, Acumen cytometry, 40 h. Potency, µM (top dose mostly 46.1 µM), without a hit: at the top dose activity change, negative = inhibition, most hits filed as inhibitors. hit rate 1.1% among 220,000. AID 1688, 2009; further: potency means the concentration at half of the fitted maximal effect; on the % scale 0 is the no-effect control and ±100 the full control effect; nearly all actives have a fitted effect of over 60% in size
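PC12/HTTQ103-GFP, ecdysone-inducible; teb 100 nM; cpd qHTS titration; GFP aggregates read on laser cytometer, Ex 488/Em 500-530 nm.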
IMPase Li cell – qHTS Assay for Identifying the Cell-Membrane Permeable IMPase Inhibitors: Potentiation with Lithium; hit rate 0.35% among 210,000; CHO-M1 cells, IP1 TR-FRET (IP-One), carbachol + lithium; Potency, µM (doses to about 59.4 µM), for the others: at the top dose activity, negative = IMPase inhibition, usual class: inhibitors; AID 1457, 2008;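 further: IP1 builds up when IMPase is blocked and the TR-FRET signal falls; potency means the concentration at half of the fitted maximal effect; plate controls were basal vehicle for no effect and high inhibitor control for full effect; nearly all actives have a fitted effect of over 50% in size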
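Concentration–response in CHO-M1 cells, lithium-potentiated; 30 min at 37C. IP1 detected by competitive TR-FRET after 10 min lysis at RT. Hill-fitted AC50.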
KinaseGlo FLuc – Counterscreen for Luciferase (Kinase-Glo TM) Inhibition | Luciferin 4-monooxygenase (Photuris pensylvanica), Q27757 | hit rate 0.28% among 200,000 | Potency, µM (top dose mostly 38.3 µM), for inactives: at the top dose activity change, negative = inhibition, actives largely listed as inhibitors | Kinase-Glo luciferase, ATP luminescence, 8 min | AID 1379, 2008; further: potency means the concentration at half of the fitted maximal effect; on the % scale 0 is the no-effect control and ±100 the full control effect; nearly all actives have a fitted effect of over 60% in size
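Luminescence was the read-out, taken after 8-minute incubation at ambient temperature. Luciferase turned over luciferin with 10 uM ATP in imidazole pH 7.2 buffer containing KCl, MgCl2, Tween 20 and BSA.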
The depositor's hits bear a star; ? = inconclusive; . = no result given; & = joins results of further samples; [ ] = remark or other dose. Unless noted, the call rests on the fitted dose curve; in most records, active means well fitted curve in the direction sought with a large enough effect; inconclusive means small, poorly fitted or top-dose-only effect, or another doubt; inactive means no such curve, though single readings can be large; an effect the other way counts as inactive or inconclusive. Not all compounds are listed, so the mix of outcomes need not match the whole.

SMILES	NPSR antag	CBFb-RUNX1 inh	Epigenetic derep	Lamin A splicing	HTT aggregate	IMPase Li cell	KinaseGlo FLuc
Cc1nc2cc(Cl)ccc2n1-c1ccccc1	-12%[46.1 µM]	0%	-0.7%	?	-23%	5%[38.3 µM]	4%
Cc1ccc(C2=Nc3ccc(Br)cc3C(c3ccncc3)=NN2)cc1	40%	0%	2.7%	.	1%[9.22 µM]	25%	13%
Cn1c(=O)c(C(=O)COC(=O)c2cc(C3CC3)nc3ccccc23)c(N)n(Cc2ccccc2)c1=O	-17%	-5%	0.6%&2.6%	?	0%	1%&9%	-1%&0%
O=C(N/N=C/c1c[nH]c2ccc(Br)cc12)c1ccn(Cc2ccc(Cl)cc2Cl)n1	-15%[46.1 µM]	-9%	0.0%	-5%	-25%	6%[38.3 µM]	0%
COc1ccc(NC(=O)C23CC4CC(C2)CC(c2ccccc2)(C4)C3)c(OC)c1	-17%[46.1 µM]	0%	0.0%	?	-23%	9%	0%
O=C(O)C1=C[C@H](c2ccccc2)C[C@H](OCc2ccc(CO)cc2)O1	-4%	8%	2.4%	.	0%[9.22 µM]	0%	.
O=C(NC12CC3CC(CC(C3)C1)C2)C12CC3CC(C1)CC(n1cnc(Cl)n1)(C3)C2	2%[46.1 µM]	-2%	-1.4%	7%	15%	12%[38.3 µM]	-2%
Cc1ccc(C2(c3noc(CN4CCC(C(=O)N5CCOCC5)CC4)n3)CCCC2)cc1	7%	1%	-4.9%	?	-6%[9.22 µM]	5%	-1%
COc1cc(CNC(=O)CCCCCCC(C)C)ccc1O	?	-2%	-1.2%&-0.2%	-7%	.	5%&10%	-5%&2%
O=C(O)/C=C\C(=O)Nc1cc(O)ccc1[N+](=O)[O-]	?	8%	1.0%	.	-43%[9.22 µM]	.	.
C[C@H]1Cc2c(-c3ccccc3)nc3c(c2CO1)CN(C(=O)Cc1cccs1)CC3	.	11%[13.1 µM]	.	-11%[9.22 µM]	.	4%	-2%[7.66 µM]
OC(CNCCC1C=Nc2ccccc21)Cn1c2ccc(Cl)cc2c2cc(Cl)ccc21 (stereo not drawn)	10µM*	4%	1.6%	?	-15%	14%	-4%
CCOC(=O)CSc1cc(-c2ccccc2)nc2ncnn12	-6%	5%	?	.	-26%[9.22 µM]	.	.
O=C(CSc1nc(-c2ccccc2)cc(=O)[nH]1)Nc1ccccn1	-15%[46.1 µM]	3%	-3.2%	-1%	10%	0%[38.3 µM]	3%
Cc1ccc(S(=O)(=O)N(C)C)cc1NC(=S)NC1CCCC(C)C1C (stereo not drawn)	-21%	1%	-2.0%	?	?	12%	-1%
Cc1ccc(NC(=S)NCc2ccc3c(c2)OCO3)c(C)c1	-16%[46.1 µM]	3%	-2.3%	5%	3%	13%	7%
CCOc1ccc(NC(=O)CCNS(=O)(=O)c2ccc3c(c2)c(=O)n(C)c(=O)n3C)cc1	-12%[46.1 µM]	6%	-1.2%	-1%	0%	5%[38.3 µM]	-2%
Cc1cccc(N2CCN(C(=O)c3ccccn3)CC2C)c1 (stereo not drawn)	20%	3%	1.1%	.	-3%	-7%	0%
Cc1cc(C)c(C)c(/C=C(/C#N)C(N)=S)c1C	-19%[46.1 µM]	2%	-0.9%	?	12%	5%[38.3 µM]	-4%
CC1(C)C(=O)OC(c2cccs2)C2(CCCCC2)C1=O (stereo not drawn)	-25%[46.1 µM]	4%	-2.7%	?	-8%	23%[38.3 µM]	0%
C=Cc1ccc(CSc2cc(C)nc3nc(C)nn23)cc1	-6%	-15%	-0.1%	.	2%[9.22 µM]	.	.
Cc1ccccc1NC(=S)N1CCCN(Cc2ccc(F)cc2)C1	-19%	0%	2.3%	-18%[46 µM]	-11%	8%	1%
COc1ccc(-n2nc(C(=O)Nc3ccc4c(c3)OCO4)c3c4ccccc4n(C)c3c2=O)cc1	-11%[46.1 µM]	2%	0.0%	-2%	22%	8%[38.3 µM]	-3%
O=C(N/N=C/c1c(Cl)cccc1Cl)c1n[nH]c2c1CCCC2	0%	-14%	3.2%	-29%	13%	9%	8.9µM*
COC(=O)c1cccc(-c2ccc(/C=N/N3C(=O)C4C5C=CC(C6CC56)C4C3=O)o2)c1 (stereo not drawn)	-4%	-11%	0.0%	?	.	15%	0%

Further results follow.
SMILES	NPSR antag	CBFb-RUNX1 inh	Epigenetic derep	Lamin A splicing	HTT aggregate	IMPase Li cell	KinaseGlo FLuc
COc1ccc2c(c1)[nH]c1c(=O)n(CCN3CCOCC3)cnc12	-5%	7%	1.0%	.	1%[9.22 µM]	.	.
C#CCOCCOCCOCCNc1nc(N2CCN(C(=O)[C@H](CCC(=O)O)n3cc(C(N)CC(C)C)nn3)CC2)nc(N2CCN(C(=O)[C@H](Cc3ccc(O)cc3)n3cc(C(N)[C@H](C)CC)nn3)CC2)n1 (stereo partly drawn)	-18%	2%	0.0%	.	-1%[9.22 µM]	-1%	.
N#Cc1ncc(Cl)c2ccccc12	-24%	1%	0.4%	.	12%[9.22 µM]	.	.
CCN1C(=C2C(=O)c3ccccc3C2=O)C=Cc2ccccc21	-8%[46.1 µM]	-8%	3.0%	-2%	-19%[9.22 µM]	-27%[38.3 µM]	0%
CCOc1ccc(C(=O)Nc2cccc3nsnc23)cc1[N+](=O)[O-]	4%	-2%	1.1%	.	-3%	11%	.
O=C1c2ccccc2C(Nc2ccc3c(c2)OCO3)N1Cc1ccc2c(c1)OCO2 (stereo not drawn)	-18%	4%	-1.0%	?	4%	16%	0%
CN(C)/C=N/c1nc(-c2ccc3c(c2)OCO3)cs1	-7%	?	2.6%	-13%[46 µM]	15%	12%	?
CCN(CC)C(=S)Nc1cc(C(=O)OC)ccc1C(=O)OC	-1%	10%	0.3%	-5%	-2%	-4%	5%
COc1ccc(OC)c(N2C(=O)[C@@H]3C(c4ccccc4Cl)=NO[C@@H]3C2=O)c1	-4%[46.1 µM]	.	0.9%	-5%	19%	4%[38.3 µM]	-7%
COc1ccccc1NC(=O)CC1C(=O)NCCN1C(=O)Nc1ccccc1 (stereo not drawn)	-2%[46.1 µM]	2%	-1.4%	-2%	26%	13%[38.3 µM]	-3%
CCOC(=O)C(CC)(CC)C(=O)/C=C/c1ccc(OC)cc1	-53%	15%	0.8%	.	16%[9.22 µM]	.	.
Cc1ccccc1NC(=O)c1cccc(NC(=O)CCC(=O)O)c1	-6%	4%	-0.1%	-6%[46 µM]	6%[9.22 µM]	0%	-4%
CCCC(=O)C1=C(O)C(C(=O)OC)C(C)(C)CC1=NC(C)C (stereo not drawn)	2%[46.1 µM]	13%	1.2%	-10%	-4%	-3%	-3%
CC(=O)N1CCCc2cc(S(=O)(=O)N3CCN(C4CCCCC4)CC3)ccc21	-6%[46.1 µM]	10%	-0.9%	-13%	-6%	11%	-3%
N/C(=N\O)c1ccccc1N1CCCCC1	-10%	10%	-0.7%	.	4%	0%	0%
CC1CCCC(NC(=O)COC(=O)CCC2CCCC2)C1C (stereo not drawn)	13%[46.1 µM]	10%	0.0%	-9%	-16%	25%[38.3 µM]	-4%
CCc1nc(SCC(=O)Nc2ccnc3ccccc23)n[nH]1	-10%[46.1 µM]	9%	0.0%	-19%	-31%	18%[38.3 µM]	3%
CCOC(=O)c1[nH]c(COC(=O)CCCOc2ccccc2)c(C(=O)OCC)c1C	?	-3%	-1.5%	9%	-3%	-5%[38.3 µM]	-10%
CC(Nc1ccccc1N1CCCCC1)C(=O)N1CCc2ccccc21 (stereo not drawn)	?	10%	11%	.	-13%	7%	0%
C[C@@H]1CC=C[C@H]2[C@H]1C(=O)N(Cc1ccccc1)[C@H]2c1ccc(/C=C/c2ccccc2)cc1F	-36%	23%	-4.8%	.	10%[9.22 µM]	.	.
CCOc1ccc(-n2ccnc2SCC(=O)Nc2nnc(CC)s2)cc1	-13%[46.1 µM]	-4%	-0.9%	-6%	-7%	2%[38.3 µM]	-4%
CNc1c(N)n(Cc2ccccc2)c(=O)[nH]c1=O	-11%[46.1 µM]	12%	2.6%	-1%	23%	0%[38.3 µM]	-5%
NS(=O)(=O)c1ccc(CCNC(=O)C2CCCCN2S(=O)(=O)c2ccccc2)cc1 (stereo not drawn)	?	0%	-2.1%	3%	-2%	7%[38.3 µM]	0%
CC1(c2nnc(-c3ccc(F)cc3)o2)CC(c2ccccc2)=NO1 (stereo not drawn)	3%	12%	6.5%	.	20%[9.22 µM]	.	.
Cc1cccc(Oc2ccc(NC(=O)C3CC=CCC3C(=O)O)cc2)c1 (stereo not drawn)	5%	-12%	-0.8%	-8%[46 µM]	14%	-3%	3%

Other entries follow.
SMILES	NPSR antag	CBFb-RUNX1 inh	Epigenetic derep	Lamin A splicing	HTT aggregate	IMPase Li cell	KinaseGlo FLuc
O=C(NCc1ccco1)c1ccccc1NC(=O)C1CC(=O)N(c2ccc(Cl)cc2)C1 (stereo not drawn)	-16%[46.1 µM]	1%	0.0%	-1%	5%	20%[38.3 µM]	1%
CCn1c(SCc2ccc(Cl)cc2)nnc1-c1ccccc1	-17%[46.1 µM]	17%	-1.2%	1%	5%	13%	-1%
Cc1ccc(-c2nc(-c3ccccn3)no2)cc1[N+](=O)[O-]	-3%	-2%	-1.0%	.	2%[9.22 µM]	.	.
CCc1cc2c(=O)c(-c3cnn(-c4ccccc4)c3)c(C)oc2cc1OCC(=O)Nc1ccc(F)c(F)c1	7.9µM*	3%	1.1%	4%	?	-7%	2%
Cc1nc(-n2ncc(C#N)c2N)c2c3c(sc2n1)CCC3	-7%[46.1 µM]	-2%	7.5%	3%	-3%[9.22 µM]	-4%[38.3 µM]	2%
CC(=O)NC1=NN(C(C)=O)C(C)(CS(=O)(=O)c2ccc3ccccc3c2)S1 (stereo not drawn)	-9%[46.1 µM]	15%	0.0%	-7%	-2%	7%	-4%
CCCc1nnc(NC(=O)c2cccc(OC)c2)s1	?	5%	0.0%	?	2%	4%[38.3 µM]	-3%

As entered above:
CCCc1nnc(NC(=O)c2cccc(OC)c2)s1 – KinaseGlo FLuc = -3%
CCn1c(SCc2ccc(Cl)cc2)nnc1-c1ccccc1 – KinaseGlo FLuc = -1%
